From PubChem BioAssay
Rtt109 HAT inh: inhibitors of Candida albicans Rtt109/Vps75 histone acetyltransferase; purified Rtt109/Vps75, ThioGlo CoA-SH fluorescence, 4 h; AID 540336; 330,000 tested, 0.16% active; inhibition, % at 34.9 µM; Q5AAJ8;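 active = inhibition of at least 50% in every replicate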
Tat transport: E. coli Tat transport inhibition; inhibition, % at 10 µM; AID 488895; 340,000 tested, 0.036% active; E. coli MC4100 TorA-mCherry Tat export, fluorescence;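 active = mean replicate inhibition at least 50% and at least half of replicates individually reaching 50%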;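 also: exported cargo escapes ClpAP degradation while cytoplasmic cargo is degraded and loses fluorescence; 0% = median of neutral control wells and 100% = median of NaSCN control wells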
RTF Ca sens act: increases calcium sensitivity of human cardiac regulated thin filaments; P19429+P45379; IANBD-labeled TnC RTF fluorescence at EC20 calcium; 0% EC20 calcium, 100% full calcium; activation, % at 7.2 µM; 340,000 tested, 0.24% active; AID 493008;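 active = activation above the mean over all tested compounds plus 3 SD, cut at about 30% in these data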;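 also: rise in fluorescence read as greater calcium sensitivity of cardiac thin filaments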
CAL PDZ FP-1: inhibitors of human CAL PDZ peptide binding | Q9HD26 | purified CAL PDZ, TMR-peptide fluorescence polarization, 1 h | inhibition, % at 20 µM | 330,000 tested, 0.02% active | AID 504414;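 active = highest replicate inhibition of at least 40%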;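 also: plate controls were DMSO neutral control wells for no effect and unlabeled competitor peptide control wells for full effect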
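Test system: tagged CAL PDZ domain / Buffer or medium: sodium phosphate/NaCl buffer pH 7.4 with TCEP, IgG, Thesit / Reagent: TMR-labelled reporter peptide T*-PRC34 bound in PDZ groove / Compound dosing: single point, 20 µM / Schedule: 1 h incubation at room temperature before polarization reading / Technique: fluorescence polarization (mP) / Benchmarks: unlabelled peptide, DMSO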
MITF TRPM1 HTS: MITF TRPM1 promoter activation in melanoma cells; 300,000 tested, 0.75% active; SK-MEL-5 TRPM1-promoter luciferase, 24 h; % of positive control, neutral wells = 0; activation, % at 12.5 µM;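 active = mean activation of at least 80% with every replicate also reaching 80%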;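 also: 0% = neutral control wells and 100% = parthenolide positive control wells; values of inactives mirror those of a sister screen read the other way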
CAL PDZ FP-2: inhibitors of human CAL PDZ peptide binding. inhibition, % at 24.9 µM. purified CAL PDZ, TMR-peptide fluorescence polarization, 1 h. 300,000 tested, 0.92% active. AID 602252;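 active = mean inhibition of at least 30% with at least half of replicates also reaching 30%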;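 also: 0% = DMSO neutral control and 100% = excess unlabeled competitor peptide PRC23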
CDK5 p35 inh: inhibitors of human CDK5/p35 kinase; Q00535+Q15078; Recombinant CDK5/p35, ADP-Glo luminescence, 60 min; inhibition, % at 10 µM; 330,000 tested, 0.01% active; AID 488839;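 active = highest replicate inhibition of at least 50% and at least 75% of replicates reaching 50%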;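 also: plate controls were DMSO neutral control for no effect and GW8510 at 10 µM for full effect; many of its hits are not listed in these tables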
Target sequence (Q00535 whole entry, looked up): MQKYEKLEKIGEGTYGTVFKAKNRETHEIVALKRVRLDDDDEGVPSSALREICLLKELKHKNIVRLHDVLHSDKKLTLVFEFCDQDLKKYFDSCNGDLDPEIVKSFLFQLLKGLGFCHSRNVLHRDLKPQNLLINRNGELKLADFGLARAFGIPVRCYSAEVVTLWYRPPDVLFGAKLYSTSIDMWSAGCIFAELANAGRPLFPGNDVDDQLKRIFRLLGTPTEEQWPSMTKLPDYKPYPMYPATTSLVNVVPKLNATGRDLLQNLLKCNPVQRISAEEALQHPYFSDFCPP
Target sequence (Q15078 whole entry, looked up): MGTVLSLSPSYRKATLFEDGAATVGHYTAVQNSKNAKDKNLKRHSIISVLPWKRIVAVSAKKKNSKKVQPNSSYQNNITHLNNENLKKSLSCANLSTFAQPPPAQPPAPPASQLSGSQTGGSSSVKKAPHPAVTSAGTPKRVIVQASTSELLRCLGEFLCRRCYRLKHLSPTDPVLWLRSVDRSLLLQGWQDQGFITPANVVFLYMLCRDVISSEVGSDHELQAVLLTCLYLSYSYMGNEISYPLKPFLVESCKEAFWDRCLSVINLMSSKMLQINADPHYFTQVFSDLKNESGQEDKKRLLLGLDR
dFosB activator: mouse delta FosB homodimer activation; P13346; purified delta FosB, TAMRA-CDK5 oligo fluorescence polarization; percent of positive-control signal above neutral wells; activation, % at 25 µM; 340,000 tested, 0.99% active;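 active = mean activation above about 17%, with every replicate also reaching it, limit read from the data, passing the limit was not always enough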;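 also: fluorescence polarization rise as delta FosB binds a TAMRA Cdk5 AP-1 oligo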
Target sequence (P13346 whole entry, looked up): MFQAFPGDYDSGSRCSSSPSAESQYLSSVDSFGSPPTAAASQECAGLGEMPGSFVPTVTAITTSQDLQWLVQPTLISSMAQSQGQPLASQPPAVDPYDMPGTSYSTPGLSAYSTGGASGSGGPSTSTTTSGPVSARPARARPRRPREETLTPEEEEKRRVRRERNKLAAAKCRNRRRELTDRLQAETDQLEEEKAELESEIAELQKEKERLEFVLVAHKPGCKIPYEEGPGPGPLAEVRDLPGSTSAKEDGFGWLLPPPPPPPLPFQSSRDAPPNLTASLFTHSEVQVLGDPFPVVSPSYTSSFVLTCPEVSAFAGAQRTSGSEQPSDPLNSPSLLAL
Wnt bcat act: Wnt/beta-catenin pathway activation; Wnt/beta-catenin reporter cell assay, activator, plate reader; activation, % at 9.35 µM; 300,000 tested, 1.2% active; in the data active = activation above about 30%, passing the limit was not always enough;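 also: 0% = neutral control wells and 100% = positive control wells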
V-ATPase pH: yeast V-ATPase proton transport regulation by pHLuorin | S. cerevisiae, pHLuorin cytosolic pH fluorescence | response, % at 10 µM | 350,000 tested, 0.37% active | AID 504577; in the data active = response mostly above about 7.3%, no sharp cut-off; inactive = mostly below about 5.4%; also: actives read high; inactives centre near 0; some compounds called inactive have numbers as strong as hits
The depositor's hits bear a star.

Results for Cc1cc(C)n(-c2ncc(-c3ccccc3)nn2)n1 ?
Rtt109 HAT inh: -8; Tat transport: 3; RTF Ca sens act: 7; CAL PDZ FP-1: -0.6; MITF TRPM1 HTS: 37; CDK5 p35 inh: -2.7; dFosB activator: -3; Wnt bcat act: 9; V-ATPase pH: 2

What do the screens show for `COc1ccc(NS(=O)(=O)c2ccc(C)c(C(=O)NCC(c3cccs3)N3CCOCC3)c2)cc1` (stereo unspecified)?
Rtt109 HAT inh: 7; Tat transport: 6; RTF Ca sens act: -5; CAL PDZ FP-1: -0.2; MITF TRPM1 HTS: -4; CDK5 p35 inh: -0.6; dFosB activator: -13; Wnt bcat act: -1; V-ATPase pH: 2

What do the screens show for `COc1ccc(NC(=O)CSc2cc(C)ccc2C)cn1`?
Rtt109 HAT inh: -5; Tat transport: 7; RTF Ca sens act: -1; CAL PDZ FP-1: -3.1; MITF TRPM1 HTS: 3; CAL PDZ FP-2: 3; CDK5 p35 inh: 1.5; dFosB activator: -12; Wnt bcat act: -1; V-ATPase pH: -1

Results for CCOc1ccc(-c2nnn(CC#N)n2)cc1OC ?
Rtt109 HAT inh: -7; Tat transport: 14; RTF Ca sens act: 6; CAL PDZ FP-1: -0.7; MITF TRPM1 HTS: -4; CAL PDZ FP-2: -2; CDK5 p35 inh: -1.4; dFosB activator: -2; Wnt bcat act: 19; V-ATPase pH: 2

What do the screens show for `Cn1cc(C=O)c2cc(S(=O)(=O)N3CCOCC3)ccc21`?
Rtt109 HAT inh: -18; Tat transport: -3; RTF Ca sens act: 4; CAL PDZ FP-1: 0.4; MITF TRPM1 HTS: 3; CAL PDZ FP-2: -5; CDK5 p35 inh: -0.9; dFosB activator: -3; Wnt bcat act: -2; V-ATPase pH: 3

How did CCCCOc1ccc(/C(O)=C2/C(=O)C(=O)N(CCCOC)C2c2ccncc2)cc1 (stereo unspecified) do in these assays?
Rtt109 HAT inh: -2; Tat transport: -2; RTF Ca sens act: 7; CAL PDZ FP-1: 0.0; MITF TRPM1 HTS: -17; CAL PDZ FP-2: 1; CDK5 p35 inh: -1.3; dFosB activator: 2; V-ATPase pH: 6

How did COc1ccc2[nH]c(=O)c(CN(C(=O)c3cccnc3)c3ccccc3)cc2c1 do in these assays?
Rtt109 HAT inh: 5; Tat transport: -2; RTF Ca sens act: 11; CAL PDZ FP-1: -4.9; MITF TRPM1 HTS: -8; CAL PDZ FP-2: 4; CDK5 p35 inh: -0.6; dFosB activator: -11; V-ATPase pH: -1

How did CCN(Cc1cc2cc(C)ccc2[nH]c1=O)S(=O)(=O)c1ccccc1 do in these assays?
Rtt109 HAT inh: 6; Tat transport: -8; RTF Ca sens act: -5; CAL PDZ FP-1: -0.2; MITF TRPM1 HTS: -1; CDK5 p35 inh: 3.2; dFosB activator: -7; V-ATPase pH: -3

Results for COc1ccc(CN2CCNC(=O)C2CC(=O)N(C)CC2CCOCC2)cc1OC (stereo unspecified) ?
Rtt109 HAT inh: 0; Tat transport: -2; RTF Ca sens act: -5; CAL PDZ FP-1: 0.3; MITF TRPM1 HTS: 4; CAL PDZ FP-2: -9; CDK5 p35 inh: -1.1; dFosB activator: 8; Wnt bcat act: 0; V-ATPase pH: -2

Results for Nc1[nH]ncc1S(=O)(=O)c1ccccc1 ?
Rtt109 HAT inh: -8; Tat transport: -10; RTF Ca sens act: 7; MITF TRPM1 HTS: -5; CAL PDZ FP-2: 2; CDK5 p35 inh: 1.1; dFosB activator: 5; Wnt bcat act: 1; V-ATPase pH: 2

Results for O=S(=O)(Cc1ccccc1)NCc1ccccn1 ?
Rtt109 HAT inh: 22; Tat transport: -9; RTF Ca sens act: 3; CAL PDZ FP-1: -2.0; MITF TRPM1 HTS: 12; CDK5 p35 inh: 3.3; dFosB activator: -10; Wnt bcat act: -2; V-ATPase pH: -4

How did Cc1ccc(/C=C2/SC(=Nc3ccc(F)cc3)NC2=O)s1 do in these assays?
Rtt109 HAT inh: -20; Tat transport: -3; RTF Ca sens act: 4; MITF TRPM1 HTS: 3; CAL PDZ FP-2: -4; CDK5 p35 inh: 0.1; dFosB activator: 2; Wnt bcat act: 1; V-ATPase pH: -2

What do the screens show for `CCN1CCN(c2ccc(S(=O)(=O)N3CCOCC3)cc2NC(=O)CC(NC(C)=O)c2ccccc2)CC1` (stereo unspecified)?
Rtt109 HAT inh: -8; Tat transport: -7; RTF Ca sens act: 1; CAL PDZ FP-1: 0.8; MITF TRPM1 HTS: 3; CAL PDZ FP-2: 0; CDK5 p35 inh: -0.2; dFosB activator: 0; Wnt bcat act: 1; V-ATPase pH: 7

Results for O=C1CCN(Cc2ccccc2)C=C1c1ccc2ccccc2c1 ?
Rtt109 HAT inh: 1; Tat transport: 3; RTF Ca sens act: -5; CAL PDZ FP-1: 0.0; MITF TRPM1 HTS: 51; CAL PDZ FP-2: -3; CDK5 p35 inh: -2.0; dFosB activator: -9; Wnt bcat act: 44*; V-ATPase pH: 3

What do the screens show for `COc1ccc(CNC(=O)C2COc3ccccc3O2)c(OC)c1` (stereo unspecified)?
Rtt109 HAT inh: 11; Tat transport: -3; RTF Ca sens act: -4; MITF TRPM1 HTS: 44; CAL PDZ FP-2: -3; CDK5 p35 inh: 1.7; dFosB activator: -8; V-ATPase pH: -8

Of the compounds above, these have two or more sulfur atoms.
What do the screens show for `COc1ccc(NS(=O)(=O)c2ccc(C)c(C(=O)NCC(c3cccs3)N3CCOCC3)c2)cc1` (stereo unspecified)?
Rtt109 HAT inh: 7; Tat transport: 6; RTF Ca sens act: -5; CAL PDZ FP-1: -0.2; MITF TRPM1 HTS: -4; CDK5 p35 inh: -0.6; dFosB activator: -13; Wnt bcat act: -1; V-ATPase pH: 2

How did Cc1ccc(/C=C2/SC(=Nc3ccc(F)cc3)NC2=O)s1 do in these assays?
Rtt109 HAT inh: -20; Tat transport: -3; RTF Ca sens act: 4; MITF TRPM1 HTS: 3; CAL PDZ FP-2: -4; CDK5 p35 inh: 0.1; dFosB activator: 2; Wnt bcat act: 1; V-ATPase pH: -2

(listing goes on)
What do the screens show for `O=C(CSc1nc2ccccc2c(=O)n1Cc1ccc(Cl)cc1)NCc1cccs1`?
Rtt109 HAT inh: -3; Tat transport: -4; RTF Ca sens act: 1; CAL PDZ FP-1: -0.3; MITF TRPM1 HTS: 2; CAL PDZ FP-2: -4; CDK5 p35 inh: 0.3; dFosB activator: 27*; V-ATPase pH: -1

What do the screens show for `Cc1ccc(NC(=O)c2ccccn2)c(Br)c1`?
Rtt109 HAT inh: 3; Tat transport: 0; RTF Ca sens act: -2; CAL PDZ FP-1: -5.0; MITF TRPM1 HTS: 33; CAL PDZ FP-2: -6; CDK5 p35 inh: 1.0; dFosB activator: -10; Wnt bcat act: 37*; V-ATPase pH: -1

Results for Cc1ccc(-n2cc3c(=O)n(C)c(=O)n(C)c3c2)cc1C ?
Rtt109 HAT inh: 3; Tat transport: 9; RTF Ca sens act: 0; CAL PDZ FP-1: -0.9; MITF TRPM1 HTS: 48; CAL PDZ FP-2: 0; CDK5 p35 inh: -1.4; dFosB activator: 0; V-ATPase pH: 2

Results for COc1cc(NC(=O)C2CCN(S(=O)(=O)c3cccs3)CC2)cc(OC)c1 ?
Rtt109 HAT inh: 17; Tat transport: 1; RTF Ca sens act: 0; CAL PDZ FP-1: -2.4; MITF TRPM1 HTS: -5; CAL PDZ FP-2: 0; CDK5 p35 inh: 1.7; dFosB activator: 3; Wnt bcat act: -1; V-ATPase pH: -3

What do the screens show for `O=C(c1cnn2c(C(F)(F)F)cc(-c3cccs3)nc12)N1CCN(C(c2ccccc2)c2ccccc2)CC1`?
Rtt109 HAT inh: -24; Tat transport: -5; RTF Ca sens act: 8; CAL PDZ FP-1: -0.3; MITF TRPM1 HTS: 5; CAL PDZ FP-2: 1; CDK5 p35 inh: 1.3; dFosB activator: -4; V-ATPase pH: 6

Results for COc1ccc(OC)c(CCNC(=O)c2ccc3c(c2)N(Cc2ccccc2)CCS3)c1 ?
Rtt109 HAT inh: -3; Tat transport: -2; RTF Ca sens act: 9; CAL PDZ FP-1: -0.8; MITF TRPM1 HTS: 19; CDK5 p35 inh: 0.8; dFosB activator: -12; Wnt bcat act: -3; V-ATPase pH: 0

What do the screens show for `CC(=O)N1c2ccc(S(=O)(=O)N3CCCC3C(=O)NCc3ccccc3Cl)cc2CC1C` (stereo unspecified)?
Rtt109 HAT inh: 24; Tat transport: -1; RTF Ca sens act: 9; CAL PDZ FP-1: -0.3; CDK5 p35 inh: -1.5; dFosB activator: -16; Wnt bcat act: -4; V-ATPase pH: 1

How did O=C(CSC(=S)N1CCCCC1)Nc1ncc2c(n1)CC(c1ccco1)CC2=O (stereo unspecified) do in these assays?
Rtt109 HAT inh: 2; Tat transport: -2; CAL PDZ FP-1: -1.0; CDK5 p35 inh: 0.4; dFosB activator: -6; Wnt bcat act: 5; V-ATPase pH: 2

Results for COc1ccc(CSc2nc3ccccc3c(=O)n2CCCN2CCOCC2)cc1F ?
Rtt109 HAT inh: -5; Tat transport: 5; RTF Ca sens act: 4; CAL PDZ FP-1: -2.2; MITF TRPM1 HTS: 18; CAL PDZ FP-2: -8; CDK5 p35 inh: -1.3; dFosB activator: -6; Wnt bcat act: 3; V-ATPase pH: 0

What do the screens show for `O=C(Nc1ccc(N2CCCCC2)cc1)C(Cl)c1ccccc1` (stereo unspecified)?
Rtt109 HAT inh: 3; Tat transport: -6; RTF Ca sens act: -3; CAL PDZ FP-1: -2.5; MITF TRPM1 HTS: 41; CAL PDZ FP-2: -4; CDK5 p35 inh: -1.9; dFosB activator: -5; V-ATPase pH: -1

What do the screens show for `NC(N)=NC(N)=Nc1ccc2ccccc2c1`?
Rtt109 HAT inh: 9; Tat transport: 6; RTF Ca sens act: -2; CAL PDZ FP-1: -1.6; MITF TRPM1 HTS: 5; CAL PDZ FP-2: 3; CDK5 p35 inh: 2.0; dFosB activator: 6; Wnt bcat act: -4; V-ATPase pH: -1

What do the screens show for `O=C(CCCn1c(=O)[nH]c2ccccc2c1=O)Nc1ccc(F)cc1`?
Rtt109 HAT inh: -1; Tat transport: 1; RTF Ca sens act: -2; CAL PDZ FP-1: -1.2; MITF TRPM1 HTS: 14; CAL PDZ FP-2: -3; CDK5 p35 inh: 1.9; dFosB activator: -3; Wnt bcat act: -1; V-ATPase pH: 1

Results for CC(C)[C@H](NC(=O)[C@@H]1Cc2ccccc2CN1)C(=O)Nc1ccc2c(c1)OCO2 ?
Rtt109 HAT inh: 8; Tat transport: 7; RTF Ca sens act: 2; CAL PDZ FP-1: -1.1; MITF TRPM1 HTS: -3; CAL PDZ FP-2: -1; dFosB activator: 0; Wnt bcat act: 3; V-ATPase pH: 2

What do the screens show for `CCOc1ccc(NC(=O)C/C(C)=N/NC(=O)c2cnccn2)cc1`?
Rtt109 HAT inh: 6; Tat transport: -3; RTF Ca sens act: -4; CAL PDZ FP-1: -1.8; MITF TRPM1 HTS: -9; CAL PDZ FP-2: -1; CDK5 p35 inh: 0.0; dFosB activator: -7; Wnt bcat act: -2; V-ATPase pH: -2
